PAFAH2 FP inh: PAFAH2 (human) inhibition. Q99487. recombinant PAFAH2, FP-rhodamine activity probe, fluorescence polarization. inhibition, % at 3.39 µM. actives 0.99% (n = 340,000). AID 492956;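 active = inhibition above the mean over all tested compounds plus 3 SD, cut at about 30% in these data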;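 note: inhibitors block probe labeling of enzyme so polarization drops; 0% = enzyme with DMSO and 100% = wells lacking PAFAH2 protein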
Numbers without * were called inactive. These rows are one share of the data; the hit share may differ from the screen's.

PAFAH2 FP inh	SMILES
8	Cc1ccc(C)c(NC(=O)CSc2nc(N)c(NC(=O)c3cccs3)c(=O)[nH]2)c1
4	Cc1[nH]c2ccccc2c1/C=C/c1cc[n+](C)cc1
-1	CSc1nc(N2CCOCC2)c2c(c1C#N)CC(C(C)C)OC2 (stereo unspecified)
0	COc1ccccc1NS(=O)(=O)c1ccc(C(=O)NCC(c2ccco2)N2CCCCC2)cc1 (stereo unspecified)
10	COc1ccc(CN2CCNC(=O)C2CC(=O)NCCc2cnccn2)cc1C (stereo unspecified)
-3	Cc1[nH]c2ccccc2c1-c1csc(N)n1
2	CC(C)CC(NC(=O)OCc1ccccc1)C(=O)NC(Cc1ccccc1)C(=O)CCl (stereo unspecified)
2	CCOC(=O)/C=C1/SCC(=O)N1Cc1ccc(Br)cc1
45*	O=C(NC1=CC(=O)c2ccccc2C1=O)c1ccccc1
-3	Cc1cc(NC(=O)CN2CCCC(C)C2)n(-c2nc3ccccc3s2)n1 (stereo unspecified)
-2	O=C(C=Cc1cccnc1)c1ccccc1
2	CC1(C)CC(=O)C2=C(C1)Nc1[nH]n(-c3ccccc3)c(=O)c1C2c1ccc2c(c1)OCO2 (stereo unspecified)
1	COc1ccc(Cl)cc1NC(=O)CN(C)CC(=O)Nc1cccc(S(=O)(=O)N2CCCC2)c1
6	CCCc1nc2ccccc2c(C(=O)N(CC)CC(=O)NCc2cccs2)c1CC
-106	CCCNC(=O)Cn1c(=O)/c(=C/c2ccc(-c3ccc([N+](=O)[O-])cc3)o2)s/c1=C\C(=O)C(C)(C)C
4	CC(C(=O)Nc1ccc2c(c1)OCCO2)N(C)CC(=O)Nc1ccccc1Br (stereo unspecified)
-4	CCN(C(=O)COC(=O)C12CC3CC(CC(O)(C3)C1)C2)c1c(N)n(Cc2ccccc2)c(=O)[nH]c1=O
-11	O=C(c1ccc(Br)cc1)N1CCC(C(=O)N2CCN(Cc3ccccc3)CC2)CC1
3	COc1cc(NC(=NS(=O)(=O)c2ccccc2)c2ccccc2)ncn1
1	NC(=O)C1CCN(C(=O)c2ccccc2CCc2ccccc2)CC1
3	Oc1c(CN2CCOCC2)ccc(CN2CCOCC2)c1O
1	COC(=O)c1c(N)sc(C(=O)NCCc2ccccc2)c1C
4	O=C(N/N=C\c1ccncc1)c1ccc(Br)s1
1	Cc1ccc(C)c(NC(=O)COC(=O)c2cc(=O)c3ccccc3o2)c1

An excerpt of these results, as a markdown table:
| structure | PAFAH2 FP inh |
| --- | --- |
| CC(C(=O)Nc1ccc2c(c1)OCCO2)N(C)CC(=O)Nc1ccccc1Br (stereo unspecified) | 4 |
| NC(=O)C1CCN(C(=O)c2ccccc2CCc2ccccc2)CC1 | 1 |
| CCCc1nc2ccccc2c(C(=O)N(CC)CC(=O)NCc2cccs2)c1CC | 6 |
| O=C(c1ccc(Br)cc1)N1CCC(C(=O)N2CCN(Cc3ccccc3)CC2)CC1 | -11 |

Remaining list, next part:
PAFAH2 FP inh	SMILES
11	Cc1cc(C(=O)COC(=O)c2cccc(S(=O)(=O)N(C)C)c2)c(C)n1CC1CCCO1 (stereo unspecified)
3	CN(CC(=O)Nc1ccccc1Br)C(=O)c1n[nH]c2ccccc12
-6	Cc1cc2nnc(SCc3ccc4c(c3)OCO4)n2c2ccccc12
-34	O=C(NCCCc1ccccc1)c1cccc(NC(=O)C2CCCC2)c1
1	Cc1ccc(S(=O)(=O)N(Cc2ccc([N+](=O)[O-])cc2)C(=O)N2CCN(C)CC2)cc1
3	CN(C)N(Cc1ccccc1)C(=O)C(O)(c1ccccc1)c1ccccc1
15	Cc1ccc(NC(=O)CN2C(=O)N/C(=C/c3cc(C)n(-c4ccc(C(=O)O)cc4)c3C)C2=O)cc1
-5	CC(CCc1ccccn1)(CCc1ccccn1)C(=O)c1ccccc1
7	CCCC(C)Sc1nc2c([nH]1)c(=S)n(C)c(=O)n2C (stereo unspecified)
2	CCCCC(=O)c1ccc(OC(=O)c2ccc([N+](=O)[O-])cc2)cc1
-1	CCCN(CC(=O)Nc1ccccc1C)C(=O)C1CCN(S(=O)(=O)c2ccc3c(c2)OCCO3)CC1
0	Cc1cc(C)cc(OCC(=O)N(C)CC(=O)Nc2ccc(N3CCOCC3)cc2)c1
6	CC(C)n1nnnc1SCC(=O)Nc1cccc(F)c1
-2	O=c1[nH]c(-c2ccccn2)nc2sc(-c3ccccc3)cc12
-2	CCC(=O)c1cc(Br)ccc1OCC(=O)N1CCN(S(=O)(=O)c2ccccc2)CC1
8	CC(C)C[C@H]1CN([C@@H](Cc2ccc(O)cc2)CN2CCC[C@@H]2CN2C(=O)C(=O)NC[C@@H]2Cc2ccccc2)C(=O)C(=O)N1CC1CCCCCC1
8	O=C(O)CCN1c2ccccc2Sc2ccccc21
2	CC(C)(C)C1CCC(CN2CCC(CN3C(=O)C(=O)NC[C@@H]3Cc3ccccc3)CC2)CC1 (stereo partly specified)
1	O=C(CCCCCCCC(=O)N1CCCCCC1)N1CCCCCC1
2	COC(C[C@@H]1O[C@H]1[C@@H](O)COCc1ccccc1)OC
2	CSCCC(NC(=O)c1ccc(Cl)cc1Cl)C(=O)N1CCCCCCC1 (stereo unspecified)
2	CCN(C(=O)COC(=O)CNC(=O)c1cccs1)c1c(N)n(Cc2ccccc2)c(=O)[nH]c1=O
71*	O=C(N/N=C/c1coc2ccccc2c1=O)c1cc(Br)c(O)c(Br)c1
9	O=C(C=Cc1ccco1)c1ccc([N+](=O)[O-])cc1

An excerpt from above in order of heavy-atom count, smallest number first.
PAFAH2 FP inh	SMILES
9	O=C(C=Cc1ccco1)c1ccc([N+](=O)[O-])cc1
8	O=C(O)CCN1c2ccccc2Sc2ccccc21
1	O=C(CCCCCCCC(=O)N1CCCCCC1)N1CCCCCC1
2	CSCCC(NC(=O)c1ccc(Cl)cc1Cl)C(=O)N1CCCCCCC1 (stereo unspecified)
2	CC(C)(C)C1CCC(CN2CCC(CN3C(=O)C(=O)NC[C@@H]3Cc3ccccc3)CC2)CC1 (stereo partly specified)

The results go on:
PAFAH2 FP inh	SMILES
-1	O=C(CN1C(=O)NC2(CCc3ccccc32)C1=O)NCc1ccc(F)cc1 (stereo unspecified)
5	O=C1/C(=C/c2cccnc2)SC(=S)N1Cc1ccco1
7	COc1cccc(NC(=O)c2c(C)nn(-c3ccccc3)c2Cl)c1
6	CCC(=O)c1ccc(OCC(=O)O)cc1
-1	O=C1Nc2ccc(Cl)cc2C12OCCCO2
3	O=S(=O)(Nc1cccc(CCc2ccccn2)c1)c1ccc2ccccc2c1
16	COc1ccc(S(=O)(=O)N2CCOCC2)cc1NC(=O)COC(=O)c1ccc(C)s1
3	Cc1cccc(-c2ccc3c(c2)C2CC3CCN2)c1 (stereo unspecified)
-1	COc1cc(C(=O)NC2Cc3ccccc3C2)ccc1OC1CCN(C(C)=O)CC1
9	CN(C(=O)c1cccc(NC(=O)Cc2ccc(NC(=O)C3CCN(C(=O)C4CCC4)CC3)cc2)c1)C1CCCCC1
0	Cc1snc(SCC(=O)c2ccc([N+](=O)[O-])cc2)c1C#N
2	O=C1NC(=O)C2(CCCCCC2)N1

4 neighbouring compounds from above, quoted:
PAFAH2 FP inh	SMILES
5	O=C1/C(=C/c2cccnc2)SC(=S)N1Cc1ccco1
7	COc1cccc(NC(=O)c2c(C)nn(-c3ccccc3)c2Cl)c1
6	CCC(=O)c1ccc(OCC(=O)O)cc1
-1	O=C1Nc2ccc(Cl)cc2C12OCCCO2

Later entries.
PAFAH2 FP inh	SMILES
2	CN(C)CCNc1ncnc2oc(-c3ccccc3)c(-c3ccccc3)c12
3	COc1cccc(CNC(=O)c2ccc(S(=O)(=O)N3CCOCC3)cc2)c1
8	O=C(CNc1ccccc1N1CCCC1=O)Nc1cc(C(F)(F)F)ccc1-n1cncn1
-5	c1ccc(COc2ncnc3c2ncn3CCCN2CCN(c3ccccn3)CC2)cc1
2	COc1ccc(C=C2SC(=O)NC2=O)cc1OC
6	O=C(CNc1cccc([N+](=O)[O-])c1)N1CCN(S(=O)(=O)c2ccc(Cl)cc2)CC1
9	Cc1ccc(NCC(=O)N2CCN(S(=O)(=O)c3ccccc3)CC2)cc1F
5	Cc1ccc2[nH]c(O)c(N=Nc3ccccc3[N+](=O)[O-])c2c1
11	Cc1cc(/C=N/NC(=O)c2cccc(N(C)C)c2)c(C)n1-c1cc(C(=O)O)cc(C(=O)O)c1
4	O=c1[nH]c(C2CCN(S(=O)(=O)c3cccc(Cl)c3)CC2)nc2c1nnn2Cc1ccccc1
-6	O=C(N/N=C/c1c[nH]c2ccccc12)c1ccccc1Cl
-16	CN(CCNC(=O)c1c[nH]c2c1ccc1ccccc12)CCNC(=O)c1c[nH]c2c1ccc1ccccc12
-5	CC1CN(C(=O)CCCN2C(=O)c3ccccc3C2=O)CC(C)O1 (stereo unspecified)
11	O=C(/C=C/c1ccc2c(c1)OCO2)NCCSCc1ccc(Cl)cc1Cl
-152	COc1cc(/C=C2\SC(=S)N(NC(=O)c3ccccc3OC)C2=O)ccc1O
1	CCOC(=O)C1=C(C)NC(=O)NC1/C=C\c1ccccc1 (stereo unspecified)
9	CCOc1ccc(N(C)Cc2cc(=O)oc3ccc(OCC)cc23)cc1
7	COC1=CC(=O)C(OC)=C(OC)C1=O
2	CN(C)c1ccc(/C=N/NC(=O)c2ccc3c(c2)OCO3)cc1
0	CN(C(=O)C(C)(C)C)C1c2c(ccc3ccccc23)OCC1CO (stereo unspecified)
-11	CCN1C[C@@H]2[C@@H]3C(=O)N(Cc4ccccc4)C(=O)[C@@H]3[C@](Cc3ccccc3)(C1=O)N2C(=O)c1ccc(C(F)(F)F)cc1
2	CCOc1ccc2[nH]c3c(NCCCOC)ncnc3c2c1
-1	Nc1ccc2c(c1)Cc1cc(N)c(Cl)cc1-2
0	COCCN(C(=O)c1ccc(N(C)S(=O)(=O)c2ccc(C)cc2)cc1)c1c(N)n(CC(C)C)c(=O)[nH]c1=O
12	CC1CCCC(NC(=O)COC(=O)Cc2cn3ccsc3n2)C1C (stereo unspecified)
-8	O=C(O)c1ccc(C=NN2CCCCCC2)cc1
-1	CCCCC(=O)N(CCC)CCC
7	COc1cccc(NC(=S)N2CCC(C(=O)c3ccc(F)cc3)CC2)c1
28	CCOc1ccccc1C(O)C1=CC(=O)c2ccccc2C1=O (stereo unspecified)
10	Nc1ccc(C2=Nc3cccc4cccc(c34)N2)cc1
14	CCOc1ccc(CCN2C(=O)C(=O)N([C@@H](CC(C)C)CN3CCC[C@@H]3CN3C(=O)C(=O)NC[C@@H]3Cc3ccccc3)C[C@@H]2CC(C)C)cc1
20	O=S(=O)(c1ccc(NC(=S)NN=Cc2ccccc2O)cc1)N1CCCCC1
-6	O=C(O)C(C1CCCCC1)C1(O)CCCC1 (stereo unspecified)
-9	CCN(CC(=O)Nc1ccc(NC(C)=O)cc1)C(=O)c1ccc(S(=O)(=O)N2CCCC2)cc1
-6	O=C(O)C1Oc2ccccc2C1c1ccccc1 (stereo unspecified)
4	CC1CCCN(S(=O)(=O)c2ccc(C(=O)NC(C)c3ccccc3)cc2)C1 (stereo unspecified)
0	Oc1cc2c(cc1O)[C@@H](c1ccccc1)CNCC2
10	NCC(=O)Nc1ccc(Cl)cc1C(=O)c1ccc[nH]1
-2	CCOC(=O)C1(NC(=O)CN2C(=O)c3ccccc3C2=O)CCCC1
-6	Cc1cc(C)c2cc(C(=O)Nc3ccc(C)c(F)c3)[nH]c2c1
4	COc1ccccc1Cn1c(=S)[nH]c2cc(C(=O)NCC(OC)OC)ccc2c1=O
4	O=C1CC(=O)N2CCSC2=N1
5	C/C(=N\NC(=O)c1c(Cl)cnn1C)c1cccnc1
6	CNC(=S)NN=C(C)c1ccc(OC)cc1O
2	O=C(CSc1n[nH]c(=O)n1C1CC1)Nc1ccc(F)c([N+](=O)[O-])c1
-10	CN(C(=O)c1cccc(NC(=O)Cc2ccc(NC(=O)C3CCCN(S(=O)(=O)c4cccc([N+](=O)[O-])c4)C3)cc2)c1)C1CCC1 (stereo unspecified)
-9	COc1ccc(CC(=O)Nc2cccc(SC)c2)cc1OC
2	O=C(O)/C=C\C(=O)Nc1ccccc1C(=O)N1CCC(O)(c2ccc(Cl)cc2)CC1
5	Cn1cc(C(=O)Nc2ccccn2)c(=O)c2ccccc21
3	CCCC1(c2ccsc2)NC(=O)NC1=O (stereo unspecified)
-1	O=C(C=Cc1ccccc1)c1cccs1
-1	COc1cc(C(=O)OCC(=O)N2CCN(S(=O)(=O)c3ccc(C)cc3C)CC2)c([N+](=O)[O-])cc1OC
-1	O=C(CCCC(=O)NN=Cc1ccccc1Cl)NN=Cc1ccccc1Cl
3	NC1(C(=O)O)CCCCC1c1ccccc1 (stereo unspecified)
1	COc1cc2c(cc1OC)C(c1cccc(Br)c1)NC(=O)C2 (stereo unspecified)
-2	Cc1ccc(CC2(c3ccccc3)NC(=O)NC2=O)cc1 (stereo unspecified)
2	C=CC(=O)Nc1cccc(Oc2ccnc3[nH]ccc23)c1
-2	CCCCCCCCCCCCCCCC[N+](C)(C)CCl
-3	CSc1nc(N)c2cn[nH]c2n1
1	O=S(=O)(CCNCc1ccco1)NC1CCCCC1

Additional entries:
PAFAH2 FP inh	SMILES
5	CCCCn1c(N)c(N(CCOC)C(=O)CCN2C(=O)C3CC=CCC3C2=O)c(=O)[nH]c1=O (stereo unspecified)
14	CC(C)c1ccc(S(=O)(=O)N2CCN(CCC(=O)Nc3ccc(N(C)C)cc3)CC2)cc1
7	CN(C(=O)c1cccc(NC(=O)Cc2cccc(NC(=O)C3CCCN(C(=O)CCc4ccccc4)C3)c2)c1)C1CCC1 (stereo unspecified)
0	O=C(CCNS(=O)(=O)c1ccc2ccccc2c1)NCCOc1ccccc1
2	Nc1c(C(=O)NCC2CCCO2)c2nc3ccccc3nc2n1/N=C/c1ccncc1 (stereo unspecified)
1	CC(C)N(C(=O)CSc1nnc(C2CC2)n1C1CC1)c1ccccc1
-2	Cc1ccc(NS(=O)(=O)c2ccc(NC(=O)C3CC3)cc2)cc1C
2	COC(=O)c1cc2c(n(-c3ccccc3)c1=O)CCCC2=O
-2	O=C(N/N=C/c1ccc[nH]1)c1c[nH]c2ccccc12

Screening results (PubChem)
